pPAFAH FP inh = pPAFAH enzyme inhibitors, primary screen, biochemical, fluorescence polarization, human; Platelet-activating factor acetylhydrolase (Homo sapiens), Q13093; recombinant pPAFAH, FP-rhodamine probe fluorescence polarization; inhibition, % at 3.39 µM; actives 1.5% (n = 330,000);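 active = inhibition above the mean inhibition across the screen plus 3 SD, cut at about 25% in these data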;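 note: inhibitors block binding of the rhodamine activity-based probe so polarization drops; 0% = enzyme with DMSO and 100% = wells lacking pPAFAH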
PAFAH2 FP inh = PAFAH2 enzyme inhibitors, primary screen, biochemical, fluorescence polarization, human | Platelet-activating factor acetylhydrolase 2, cytoplasmic (Homo sapiens), Q99487 | recombinant PAFAH2, FP-rhodamine activity probe | inhibition, % at 3.39 µM | actives 0.99% (n = 340,000) | AID 492956, 2010;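 active = inhibition above the mean over all tested compounds plus 3 SD, cut at about 30% in these data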;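 note: inhibitors block probe labeling of enzyme so polarization drops; 0% = enzyme with DMSO and 100% = wells lacking PAFAH2 protein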
ZTA DNA inh = blocks Epstein-Barr virus ZTA, an EBNA-1 counter-screen; P03206; ZTA-DNA binding, fluorescence polarization; inhibition, % at 11 µM; actives 0.15% (n = 320,000); AID 2234; in the data active = inhibition above about 33%
Target sequence (P03206 whole entry, looked up): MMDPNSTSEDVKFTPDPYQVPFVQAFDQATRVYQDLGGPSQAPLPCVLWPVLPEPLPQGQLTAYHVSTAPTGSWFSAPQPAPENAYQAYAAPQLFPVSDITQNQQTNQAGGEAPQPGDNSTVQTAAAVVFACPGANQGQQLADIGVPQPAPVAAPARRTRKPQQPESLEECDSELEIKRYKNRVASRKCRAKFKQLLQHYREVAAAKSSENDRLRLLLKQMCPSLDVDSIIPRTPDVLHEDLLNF
EBNA-1 inhibitor = EBNA-1 DNA-binding inhibitors, primary screen, biochemical, fluorescence polarization | inhibition, % at 14.8 µM | actives 0.34% (n = 300,000); in the data active = inhibition above about 28%
PREPL inh = PREPL enzyme inhibitors, primary screen, biochemical, fluorescence polarization; inhibition, % at 5.96 µM; actives 0.68% (n = 320,000); recombinant PREPL, fluorescence polarization activity-based probe; in the data active = inhibition above about 43%;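 note: 0% = enzyme with DMSO and 100% = wells lacking enzyme; many of its hits are not listed in these tables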
LYPLA2 inh = LYPLA2 inhibitors, primary screen, counter-screen for PME1 inhibitor project, biochemical, fluorescence polarization, FP-Rh probe ABPP | Acyl-protein thioesterase 2 (Homo sapiens), O95372 | recombinant LYPLA2 | inhibition, % at 5.9 µM | actives 0.38% (n = 320,000);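 active = inhibition above the screen-wide mean plus 3 SD, limit set per campaign, cut at about 26% in these data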;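 note: 0% = LYPLA2 with DMSO and 100% = wells lacking LYPLA2 enzyme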
Target sequence (O95372 whole entry, looked up): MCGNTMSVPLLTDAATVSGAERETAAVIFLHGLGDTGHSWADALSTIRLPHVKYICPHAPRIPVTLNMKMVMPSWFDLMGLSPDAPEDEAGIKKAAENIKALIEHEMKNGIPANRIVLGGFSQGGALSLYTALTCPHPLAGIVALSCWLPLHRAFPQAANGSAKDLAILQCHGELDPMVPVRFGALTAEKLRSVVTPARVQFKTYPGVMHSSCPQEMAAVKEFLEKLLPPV
LYPLA1 inh = LYPLA1 inhibitors, primary screen, counter-screen for PME1 inhibitor project, biochemical, fluorescence polarization, FP-Rh probe ABPP; Acyl-protein thioesterase 1 (Homo sapiens), O75608; recombinant LYPLA1; inhibition, % at 5.9 µM; actives 0.16% (n = 320,000); AID 2174, 2009;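 active = inhibition above the mean of all tested compounds plus 3 SD, set per campaign, cut at about 14% in these data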;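 note: inhibitors block serine hydrolase probe labeling of LYPLA1 so polarization falls; 0% = enzyme with DMSO and 100% = wells lacking LYPLA1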
Target sequence (O75608 whole entry, looked up): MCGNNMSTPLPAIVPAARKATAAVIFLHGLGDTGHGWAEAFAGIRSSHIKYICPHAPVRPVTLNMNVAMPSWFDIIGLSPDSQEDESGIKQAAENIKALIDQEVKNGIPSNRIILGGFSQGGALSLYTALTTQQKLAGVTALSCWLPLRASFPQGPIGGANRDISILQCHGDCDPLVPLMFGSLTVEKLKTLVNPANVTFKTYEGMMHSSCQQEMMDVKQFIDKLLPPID
PAFAH1B2 inh = PAFAH1B2 enzyme inhibitors, primary screen, biochemical, fluorescence polarization, human; recombinant PAFAH1B2, FP-rhodamine activity probe; inhibition, % at 3.39 µM; actives 1.2% (n = 340,000); AID 492953, 2010;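 active = inhibition above the mean of all tested compounds plus 3 SD, cut at about 24% in these data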;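 note: 0% = enzyme with DMSO and 100% = wells lacking PAFAH1B2; many of its hits are not listed in these tables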
Target sequence (P68402 whole entry, looked up): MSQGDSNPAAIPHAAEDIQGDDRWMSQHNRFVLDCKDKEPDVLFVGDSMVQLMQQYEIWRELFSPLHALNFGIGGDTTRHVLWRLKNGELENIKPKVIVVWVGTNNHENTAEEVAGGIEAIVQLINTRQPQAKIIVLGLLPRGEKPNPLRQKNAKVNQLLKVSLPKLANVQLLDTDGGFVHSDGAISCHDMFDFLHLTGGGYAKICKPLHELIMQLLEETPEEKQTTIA
PAFAH1B3 FP inh = PAFAH1B3 enzyme inhibitors, primary screen, biochemical, fluorescence polarization, human | Platelet-activating factor acetylhydrolase IB subunit alpha1 (Homo sapiens), Q15102 | recombinant PAFAH1B3, FP-rhodamine probe | inhibition, % at 3.39 µM | actives 0.28% (n = 340,000);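 active = inhibition above the screen-wide average of all tested compounds plus 3 SD, cut at about 25% in these data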;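 note: 0% = enzyme with DMSO only and 100% = wells lacking PAFAH1B3 protein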
Active calls of the source: *; nt = no result given.

SMILES | pPAFAH FP inh | PAFAH2 FP inh | ZTA DNA inh | EBNA-1 inhibitor | PREPL inh | LYPLA2 inh | LYPLA1 inh | PAFAH1B2 inh | PAFAH1B3 FP inh
CC(C)C(NC(=O)c1ccc(F)cc1)C(=O)N1CCOCC1 (centres undefined) | -1 | 7 | 3 | nt | 0 | 4 | -1 | 3 | 4
COc1ccc(-c2nc3ccccc3c(=O)n2-c2c(C)n(C)n(-c3ccccc3)c2=O)cc1 | 1 | -7 | 3 | 3 | -2 | 3 | -1 | 2 | 4
Cc1cccc(C)c1NC(=O)C1CCCN1S(=O)(=O)c1ccc2c(c1)n(C)c(=O)c(=O)n2C (centres undefined) | 2 | -4 | -4 | -17 | -1 | 0 | 5 | 1 | 2
CC1CCc2c(sc(NC(=O)C3=COCCO3)c2C(N)=O)C1 (centres undefined) | 2 | 4 | -9 | nt | 10 | 4 | 1 | 3 | 6
CC(C)(C)[C@H]1C=C(C(=O)N2CCN(Cc3ccccc3)CC2)O[C@@H](OCc2ccc(CO)cc2)C1 | -1 | 1 | -24 | 5 | 29 | 0 | -3 | 2 | -3
NS(=O)(=O)c1ccc(CNC(=O)C23CC4CC(CC(C4)C2)C3)cc1 | 4 | 0 | 3 | 5 | -3 | 1 | -4 | 6 | -3
C[C@H](NC(=O)[C@@H]1CSC2c3ccccc3C(=O)N21)C(=O)NCCc1ccc(F)cc1 (some centres undefined) | 5 | -4 | 6 | -1 | 3 | 0 | -3 | 5 | 3
CS(=O)(=O)N(Cc1ccccc1F)c1ccccc1 | 4 | -5 | -3 | -10 | -9 | 0 | 1 | 4 | 4
COc1ccc(C(=O)NCc2cccc(Cl)c2)cc1S(=O)(=O)N1CCOCC1 | 1 | -2 | 2 | nt | 0 | -3 | -3 | 1 | 1
CC(NS(=O)(=O)c1ccccc1)C(c1cccs1)N1CCOCC1 (centres undefined) | 0 | 0 | 16 | 6 | -4 | -8 | -1 | 7 | 0
C/C(=N\NC(=O)c1ccc([N+](=O)[O-])c(C)c1)c1ccccc1Cl | 3 | -4 | -3 | 2 | 10 | 6 | 2 | -5 | 12
O=C(O)COc1cccc(NC(=O)c2ccccc2)c1 | 1 | 9 | 7 | -5 | 8 | -7 | 1 | 4 | 6
COc1ccc(-n2nc(C(=O)NCC(=O)NCC3CCCO3)c3ccccc3c2=O)c(OC)c1 (centres undefined) | 3 | -5 | 19 | 4 | -10 | 1 | -1 | 2 | 2
O=C(O)c1c2c(nc3ccc(Cl)cc13)CCC2 | 7 | 7 | 5 | 5 | 4 | 1 | -1 | 1 | 4
CCOc1ccccc1Nc1nnc(SCC(=O)NC(=O)c2cccn2C)s1 | 11 | -4 | -15 | 1 | 6 | 1 | -2 | -4 | 3
COc1cccc(NC(=O)c2cc(-c3ccncc3)nc3c(C)cc(C)cc23)c1 | 0 | -5 | 0 | -13 | 15 | -18 | -9 | -3 | -8
O=C(CCSCCC(=O)Nc1ccccc1F)Nc1ccccc1F | -6 | 2 | 2 | -6 | -6 | 3 | -4 | 1 | 8
Cc1ccc(S(=O)(=O)N2CCC3(CC2)CC(=O)c2ccccc2O3)cc1 | 0 | -11 | 8 | 4 | -11 | 0 | -1 | 19 | 10
COc1ccc(/C=C(/C#N)C(=O)Nc2cccc(C)c2C)cc1C(=O)O | 0 | 6 | -21 | 0 | 10 | 1 | 0 | 4 | 3
COc1ccc(C(=O)O)cc1F | 7 | -4 | -15 | 7 | 3 | 12 | 1 | 3 | 6
O=C(COC(=O)/C=C/c1cccc(Cl)c1)Nc1ccc(N2CCOCC2)cc1 | 6 | 3 | nt | nt | 10 | nt | nt | 7 | 14
c1ccc(-c2cn(-c3ccccc3)c3ncnc(N4CCCCC4)c23)cc1 | 18 | -6 | 14 | -1 | 1 | 1 | 1 | 2 | 7
CCNC(=O)c1ccccc1CCc1ccccc1 | -4 | -7 | 8 | -4 | 10 | 4 | 1 | 1 | -4
C/C(=N\Nc1ccc([N+](=O)[O-])cc1)c1cc2ccccc2o1 | 5 | -5 | -3 | -15 | 32 | -17 | -8 | 0 | 11
Cc1cc(NC(=O)C2CC(=O)N(c3cccc(C)c3C)C2)no1 (centres undefined) | -2 | -5 | -8 | 0 | 0 | -8 | -2 | -3 | 3
COc1ccc(CCC(C)NCc2ccc(C(F)(F)F)cc2)cc1 (centres undefined) | -3 | 2 | 4 | -9 | 0 | 0 | -1 | 10 | 13
O=C(CN1C(=O)C2C3CCC(C3)C2C1=O)N1CCN(Cc2ccccc2)CC1 (centres undefined) | -5 | -9 | -7 | -10 | 8 | -6 | -3 | 0 | 1
CCCc1nc2ccc([N+](=O)[O-])cc2[nH]1 | 0 | 2 | -11 | -17 | 0 | -3 | 3 | -1 | 3
Cc1c(CC(=O)NCC(C)C)c(=O)oc2cc3c(cc12)CCC(C)(C)O3 | 1 | -8 | 0 | 8 | 0 | -5 | -2 | 6 | 0
Cc1ccc(NC2CCCN(C(=O)CN3C(=O)c4ccccc4C3=O)C2)cc1C (centres undefined) | 6 | 0 | -8 | -6 | 9 | 6 | 1 | 4 | 0
COc1ccc(CCNC(=O)Cc2cc(OC)c(OC)cc2[N+](=O)[O-])cc1OC | 3 | -3 | 8 | 7 | -6 | 8 | 2 | -1 | 9
Cc1ccc(C)c(NC(=S)N(Cc2ccco2)C(C)c2cccs2)c1 (centres undefined) | -2 | -10 | -2 | 7 | 3 | 8 | 2 | 4 | 5
O=C(CCCCCNc1nc(=S)[nH]c2ccccc12)N1CCN(c2ccccn2)CC1 | 1 | -5 | -6 | 5 | -17 | 8 | -3 | 3 | 0
O=C1c2ccccc2C(Nc2ccc(Cl)cn2)N1Cc1ccccc1 (centres undefined) | 8 | -5 | 0 | -7 | -6 | -2 | -3 | 4 | -2
COC(=O)c1cc(OC)c(OC)cc1NCC(=O)Nc1ccc(OC)c(OC)c1 | 3 | 0 | 5 | -4 | 5 | 2 | 4 | 0 | 2
Cn1c(NC(=O)/C=C\c2ccccc2)cc(=O)n(C)c1=O | -4 | 1 | -15 | -5 | -1 | 4 | -4 | 1 | 7
CCC1(CC)NC(=O)N(Cc2nc3ccccc3s2)C1=O | 6 | 0 | 16 | 12 | -1 | -3 | 2 | 3 | 9
Cc1nn(-c2ccccc2)c(Cl)c1/C=N/Nc1ccc(Cl)c(C(=O)O)c1 | 7 | 20 | 9 | 18 | 14 | 4 | -2 | 7 | 5
Cc1ccc(CNS(=O)(=O)c2ccc(F)c(F)c2)n1C | -3 | -1 | -16 | -4 | -4 | 2 | 4 | 5 | 5
CCn1ccc(C(=O)NC2=C(C#N)CCC2)n1 | 4 | -2 | -10 | -5 | 1 | 3 | 5 | 7 | 17
COc1ccccc1/C=C/C(=O)NNC(=O)c1cccs1 | 5 | 0 | -10 | 1 | 2 | -5 | 3 | 12 | 5
COc1ccc(OC)c(S(=O)(=O)NC(N)=NCCc2ccccc2)c1 | -4 | 0 | -22 | -7 | 3 | 6 | 2 | 0 | 0
CC(C)NC(=S)NCc1cccnc1 | 2 | 1 | -1 | 3 | 3 | 5 | -2 | 0 | 4
O=C(c1nc2ccc(Cl)cn2c1CNCCc1cnccn1)N1CCCCCCC1 | 6 | -1 | 1 | -4 | 8 | 1 | 0 | 10 | 1
O=C(NC1CCCC1)C1CCN(S(=O)(=O)N2CCCCC2)CC1 | 3 | 6 | 4 | 3 | -2 | 5 | -1 | 0 | -5
CC(C)(C)c1ccc(C(=O)NCC(=O)OCC(=O)NC(=O)NC2CCCC2)cc1 | 6 | -2 | -7 | nt | 4 | 5 | -1 | 2 | 3
Cc1ccc(C)c(Cn2nnc3c(=O)[nH]c(C4CCCN(C(=O)C5CCCCC5)C4)nc32)c1 (centres undefined) | 4 | 4 | 13 | 6 | 10 | 4 | 3 | 1 | 2
O=S(=O)(/C=C/c1ccccc1)NC1CCCCCCC1 | 9 | 7 | -4 | 8 | -1 | 1 | 1 | 15 | -11
CCc1cccc(CC)c1NC(=S)NCCc1c(C)[nH]c2ccccc12 | 9 | 9 | -9 | -8 | 6 | -1 | 0 | 2 | -1
Cc1cc(C(=O)Nc2cccc([N+](=O)[O-])c2)c(C)o1 | 2 | 2 | 11 | -8 | 19 | -12 | -2 | 4 | 3

2 entries drawn at random from the list so far, as already listed:
SMILES | pPAFAH FP inh | PAFAH2 FP inh | ZTA DNA inh | EBNA-1 inhibitor | PREPL inh | LYPLA2 inh | LYPLA1 inh | PAFAH1B2 inh | PAFAH1B3 FP inh
CCc1cccc(CC)c1NC(=S)NCCc1c(C)[nH]c2ccccc12 | 9 | 9 | -9 | -8 | 6 | -1 | 0 | 2 | -1
O=S(=O)(/C=C/c1ccccc1)NC1CCCCCCC1 | 9 | 7 | -4 | 8 | -1 | 1 | 1 | 15 | -11

Compounds from the list above with four or more nitrogen atoms:
SMILES | pPAFAH FP inh | PAFAH2 FP inh | ZTA DNA inh | EBNA-1 inhibitor | PREPL inh | LYPLA2 inh | LYPLA1 inh | PAFAH1B2 inh | PAFAH1B3 FP inh
COc1ccc(-c2nc3ccccc3c(=O)n2-c2c(C)n(C)n(-c3ccccc3)c2=O)cc1 | 1 | -7 | 3 | 3 | -2 | 3 | -1 | 2 | 4
Cc1cccc(C)c1NC(=O)C1CCCN1S(=O)(=O)c1ccc2c(c1)n(C)c(=O)c(=O)n2C (centres undefined) | 2 | -4 | -4 | -17 | -1 | 0 | 5 | 1 | 2
COc1ccc(-n2nc(C(=O)NCC(=O)NCC3CCCO3)c3ccccc3c2=O)c(OC)c1 (centres undefined) | 3 | -5 | 19 | 4 | -10 | 1 | -1 | 2 | 2
CCOc1ccccc1Nc1nnc(SCC(=O)NC(=O)c2cccn2C)s1 | 11 | -4 | -15 | 1 | 6 | 1 | -2 | -4 | 3
c1ccc(-c2cn(-c3ccccc3)c3ncnc(N4CCCCC4)c23)cc1 | 18 | -6 | 14 | -1 | 1 | 1 | 1 | 2 | 7
O=C(CCCCCNc1nc(=S)[nH]c2ccccc12)N1CCN(c2ccccn2)CC1 | 1 | -5 | -6 | 5 | -17 | 8 | -3 | 3 | 0
Cc1nn(-c2ccccc2)c(Cl)c1/C=N/Nc1ccc(Cl)c(C(=O)O)c1 | 7 | 20 | 9 | 18 | 14 | 4 | -2 | 7 | 5
CCn1ccc(C(=O)NC2=C(C#N)CCC2)n1 | 4 | -2 | -10 | -5 | 1 | 3 | 5 | 7 | 17
O=C(c1nc2ccc(Cl)cn2c1CNCCc1cnccn1)N1CCCCCCC1 | 6 | -1 | 1 | -4 | 8 | 1 | 0 | 10 | 1
Cc1ccc(C)c(Cn2nnc3c(=O)[nH]c(C4CCCN(C(=O)C5CCCCC5)C4)nc32)c1 (centres undefined) | 4 | 4 | 13 | 6 | 10 | 4 | 3 | 1 | 2

Bioassay records: PubChem BioAssay, The Scripps Research Institute Molecular Screening Center

Only part of the results is shown; the hit share may differ from the screen's.
